# TAAR1 ag – human TAAR1 agonism; activation, % at 3 µM; Q96RJ0; CHO RD-HGA16 TAAR1, Fluo-8 calcium fluorescence; vehicle wells 0%, saturating PEA agonist 100%; AID 624467; 0.99% of 360,000 active;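 active = activation above the mean activation of all test compounds in the run plus 3 SD, cut at about 38% in these data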
# Target sequence (Q96RJ0 whole entry, looked up): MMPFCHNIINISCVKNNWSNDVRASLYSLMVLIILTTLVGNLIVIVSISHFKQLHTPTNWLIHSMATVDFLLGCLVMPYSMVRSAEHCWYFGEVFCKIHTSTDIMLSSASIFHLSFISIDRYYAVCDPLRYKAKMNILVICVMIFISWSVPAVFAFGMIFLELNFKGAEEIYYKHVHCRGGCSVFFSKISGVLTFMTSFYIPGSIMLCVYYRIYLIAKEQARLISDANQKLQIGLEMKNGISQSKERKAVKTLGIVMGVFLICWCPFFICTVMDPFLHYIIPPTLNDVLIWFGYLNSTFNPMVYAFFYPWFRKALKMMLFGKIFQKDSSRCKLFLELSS
#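 System: CHO RD-HGA16 cells carrying human TAAR1 plus Gα16; Incubation: 17-24 h seeding, 75 min 37 °C dye, 30 min RT; Measured by: Fluo-8 fluorescence, 5 s baseline then 140 s kinetic read; Control set: DMSO and PEA EC100; Replication: single well for each compound.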
# TAAR1 antagonist – human TAAR1 antagonism; CHO RD-HGA16 TAAR1, Fluo-8 calcium fluorescence, antagonist; Q96RJ0; inhibition, % at 3 µM; 1.5% of 360,000 active;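 active = inhibition above a per-plate cutoff, the mean inhibition of test compounds on that plate plus 3 SD, cut at about 49% in these data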;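 note: 0% = DMSO plus EC80 beta-PEA response and 100% = DMSO alone without agonist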
#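 test system = CHO RD-HGA16 cells bearing hTAAR1 | replication = singlicate | controls = DMSO-only wells and EC80 β-PEA-stimulated wells | reagent = EC80 β-phenethylamine stimulus | read-out basis = percent inhibition of PEA-evoked calcium signal, max/basal emission ratio | schedule = seeding 17-24 h prior, 75-min 37 °C, 30-min RT dye loading | signal = kinetic Fluo-8 calcium fluorescence measurement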
# The depositor's hits bear a star. This is a subset; rates above refer to the full screens.
# The line under a structure holds: TAAR1 antagonist | TAAR1 ag
[1] CSCCC(c1nc2ccccc2[nH]1)n1c(=O)c(-c2ccco2)nc2ccccc21 (configuration not stated)
→ -28 | 1
[2] COC(=O)[C@@]12C[C@@H](CC(=O)NCC34CC5CC(CC(C5)C3)C4)C(=O)N(Cc3cccc4ccccc34)C1=CCC(C)(C)C2
→ -28 | 0
[3] CC(=O)C1=C(C)N(Cc2ccc(Br)cc2)C(=S)NC1c1cccc(Cl)c1 (configuration not stated)
→ 27 | 1
[4] COC(=O)[C@]12C[C@H](CC(=O)NCC3CCCCC3)C(=O)N(Cc3ccc4c(c3)OCO4)C1=C[C@H](C(C)(C)C)O[C@@H]2C
→ -21 | -1
[5] CC(C)C[C@H]1COc2c(Cl)cccc2S(=O)(=O)N1Cc1ccc(F)cc1F
→ 31 | 0
[6] COC(=O)[C@@]12C[C@@H](CC(=O)N3CCOCC3)C(=O)N(Cc3ccccc3)C1=CCC(C)(C)C2
→ 5 | 0
[7] Cc1oc2c(c(C)nn2-c2ccccc2)c(=O)c1Cl
→ -22 | 0
[8] Cc1cccc(-c2ccc3c(c2)[C@@H]2C[C@H]4[C@@H](CN2CC3)[C@H](C)ON4C)c1
→ -25 | 2
[9] CC(=O)OCC(=O)NCC1CCN(C(=O)C(=O)c2cc3ccccc3o2)CC1
→ -17 | 0
[10] C[C@H](O)[C@@H]1C(=O)N2CCc3c([nH]c4ccccc34)[C@@H]2C[C@@H]1N(C)C(=O)OCc1ccccc1
→ 8 | 8
[11] O=C(NC1CCCC1)[C@@H]1CCCN1C(=O)[C@@H](NS(=O)(=O)c1ccc(F)cc1F)C1CCCCC1
→ -41 | 6
[12] Cc1ccc2oc(Nc3nc(-c4ccccc4)cc(=O)[nH]3)nc2c1
→ 17 | 5
[13] COc1cccc(CNC(=O)[C@H]2CCCN2C(=O)[C@H]2CCCN2C(=O)c2ccccc2C(F)(F)F)c1
→ -12 | 0
[14] COc1ccccc1C(C(=O)c1ccccc1)c1ccc(O)cc1 (configuration not stated)
→ -20 | 0
[15] Cc1ccccc1N=C1NC(=O)/C(=C/c2cccn2-c2cccc(C(=O)O)c2)S1
→ -14 | 4
[16] COC(=O)C1=C(C)N(C)C(=NCc2ccc(C(F)(F)F)cc2)NC1c1ccc(F)cc1 (configuration not stated)
→ 20 | 20
[17] CCC(C(=O)NC(C)(C)C)n1c(-c2ccc(C)cc2)nc2ccccc21 (configuration not stated)
→ 1 | -1
[18] CCOC(=O)C1CSCCS(=O)(=O)N1Cc1ccccc1F (configuration not stated)
→ -8 | 5
[19] COC(=O)c1cccc(Nc2cc(C)n(-c3cccc(C(=O)OC)c3)c(=O)c2)c1
→ -14 | -1
[20] CCCCOCCCNC(=O)C[C@H]1C[C@@]2(C(=O)OC)C(=C[C@H](C(C)(C)C)O[C@@H]2C)N(CCC2=CCCCC2)C1=O
→ -26 | -2
[21] C#CCNC(=O)C[C@@H]1C[C@@]2(C(=O)OC)CC(C)(C)CC=C2N(Cc2ccccc2)C1=O
→ -13 | 2
[22] CC(C)CNc1ccc2c(c1)OC[C@H](C)NS2(=O)=O
→ -9 | 1
[23] CCC(C(=O)NC1CCCC1)n1c(-c2ccncc2)nc2ccccc21 (configuration not stated)
→ -23 | 1
[24] O=C(NCc1ccco1)Nc1c(Cl)cc(Cl)cc1Cl
→ 3 | 2
[25] O=C1Nc2ccccc2C(=O)N(Cc2ccccc2)C1C(=O)NC1CC1 (configuration not stated)
→ -7 | 2
[26] CCOC(=O)C1=CCN(S(=O)(=O)c2ccc(Cl)cc2)C1c1cccc(Br)c1 (configuration not stated)
→ 19 | 0
[27] Nc1nc2ccc(Cl)cc2cc1C(=O)NCCc1ccc(O)cc1
→ -19 | 26
[28] O=C(NCc1ccccc1)C1C(=O)Nc2ccccc2C(=O)N1C1CCCC1 (configuration not stated)
→ -1 | 0
[29] O=C1NC(=O)C2(CCCc3ccc(N(CCO)CCO)cc32)N1 (configuration not stated)
→ 5 | 0
[30] COC(=O)C[C@H]1CC[C@@H](NC(=O)c2ccncc2)[C@@H](CO)O1
→ -9 | 1
[31] COC(=O)C1=C(C)N(Cc2ccccc2C(F)(F)F)C(=NCC2CC2)NC1CCc1ccccc1 (configuration not stated)
→ 4 | 15
[32] CSCCC(C(=O)NC1CCCC1)n1c(C2CCCC2)nc2ccccc21 (configuration not stated)
→ -44 | -1
[33] Nc1c(-c2ccccc2)nc2ncccn12
→ -17 | 1
[34] O=C(N=Nc1c(O)[nH]c2c(Cl)cc(Cl)cc12)c1ccccc1O
→ 24 | 2
[35] COC(=O)C1(C(=O)OC)c2ccccc2CN(S(=O)(=O)c2ccc(C)cc2)C1CC(C)=O (configuration not stated)
→ -16 | 1
[36] COC(=O)C1=C(C)N(Cc2ccccc2C(F)(F)F)C(=NCc2ccc(OC)cc2)NC1c1ccc(Cl)cc1 (configuration not stated)
→ 17 | 10
[37] O=C(NCC1CCN(C(=O)C(=O)c2cc3ccccc3o2)CC1)c1cccnc1
→ -2 | 0
[38] CC(=O)C1=C(C)N(Cc2ccccc2)C(=S)NC1c1cccc(Br)c1 (configuration not stated)
→ 25 | 0
[39] CC(C)[C@H](N)C(=O)N[C@H](C(=O)N1CCC2CCN(Cc3ccccc3)CC21)C(C)C (some centres not stated)
→ 8 | 3
[40] COC(=O)C1=CN(c2ccc(C)cc2)C(N)=C(C#N)C1c1ccccc1F (configuration not stated)
→ -4 | 0
[41] Cc1noc(C)c1NC(=O)Nc1ccc2c(c1)C(=O)N([C@H](C)CO)C[C@H](C)[C@H](CN(C)Cc1ccncc1)OCCCC[C@@H](C)O2
→ 8 | 2
[42] O=C(Nc1ccc(F)cc1)C(c1ccncc1)N1CCN(CC(=O)N2CCCC2)CC1 (configuration not stated)
→ -19 | 6
[43] COc1cc2c(c(OC3OC(CO)C(O)C(O)C3O)c1)C(=O)CC(c1ccc(O)cc1)O2 (configuration not stated)
→ 0 | 1
[44] CCCCc1cc2c(cn1)=C(OC(=O)c1cnc3ccccc3n1)C(C)(OC(=O)CC)C(=O)C=2 (configuration not stated)
→ -4 | 7
[45] COc1cccc([C@@H](NC(=O)C(F)(F)F)[C@@H]2CCCC=C2c2ccccc2)c1
→ -2 | 0
[46] O=C(C(=O)N1CCN(C(=O)c2cc(C(F)(F)F)cc(C(F)(F)F)c2)CC1)c1cccc(C(F)(F)F)c1
→ -14 | -2
[47] Nc1[nH]c(C(=O)c2ccc(Br)cc2)c(-c2ccc3c(c2)OCO3)c1C(=O)NCCc1c[nH]c2ccccc12
→ -7 | 6
[48] COC(=O)c1cc(=O)nc(NN=C(C)C)s1
→ -3 | 0
[49] CSCCC(c1nc2ccccc2[nH]1)n1c(=O)c(-c2cccnc2)nc2ccccc21 (configuration not stated)
→ -26 | 1
[50] O=C(Nc1cccnc1)c1ccc(CSc2ccc(Cl)cc2)o1
→ 46 | 6
[51] O=C(C(=O)N1CCC(CNS(=O)(=O)c2cc(C(F)(F)F)cc(C(F)(F)F)c2)CC1)c1cccs1
→ -11 | -2
[52] O=C(Cc1ccccc1)N1O[C@H]2C=C[C@@H]1C2
→ -19 | 2
[53] COC(=O)[C@]12C[C@H](CC(=O)N3CCC(c4ccccc4)CC3)C(=O)N(CCc3ccc(OC)c(OC)c3)C1=C[C@H](C(C)(C)C)O[C@@H]2C
→ -20 | -1
[54] CCc1c(-c2cccc(Cl)c2)ncn1CCc1ccccc1OC
→ 6 | 3
[55] Cc1ccc2nc(-c3ccc(F)cc3)c(Cc3cccc(F)c3)n2c1
→ 19 | 3
[56] CN(C)C(=O)C[C@H]1C[C@@H]2c3cc(NC(=O)NC4CCCC4)ccc3O[C@@H]2[C@@H](CO)O1
→ -8 | 0
[57] C[C@H]1CN(S(=O)(=O)C(C)(C)C)[C@@H](CCO)/C1=C\c1ccccc1
→ -11 | 1
[58] COCC1CN(CCc2ccc(F)cc2)S(=O)(=O)c2c(F)cccc2O1 (configuration not stated)
→ -3 | 5
[59] CC(C)(C)NC(=O)C(c1ccc(C#N)cc1)n1c(=O)c(-c2ccccc2)nc2ccccc21 (configuration not stated)
→ -36 | 4
[60] Cc1cc(Oc2cccc3c2S(=O)(=O)N([C@H](C)c2ccccc2)C[C@@H](COCc2ccccc2)O3)cc(C)c1C
→ 2 | 3

# An excerpt from above in order of SMILES length, rising:
# The line under a structure holds: TAAR1 antagonist | TAAR1 ag
[48] COC(=O)c1cc(=O)nc(NN=C(C)C)s1
→ -3 | 0
[52] O=C(Cc1ccccc1)N1O[C@H]2C=C[C@@H]1C2
→ -19 | 2
[49] CSCCC(c1nc2ccccc2[nH]1)n1c(=O)c(-c2cccnc2)nc2ccccc21 (configuration not stated)
→ -26 | 1
[57] C[C@H]1CN(S(=O)(=O)C(C)(C)C)[C@@H](CCO)/C1=C\c1ccccc1
→ -11 | 1
[51] O=C(C(=O)N1CCC(CNS(=O)(=O)c2cc(C(F)(F)F)cc(C(F)(F)F)c2)CC1)c1cccs1
→ -11 | -2
[46] O=C(C(=O)N1CCN(C(=O)c2cc(C(F)(F)F)cc(C(F)(F)F)c2)CC1)c1cccc(C(F)(F)F)c1
→ -14 | -2

# (more compounds)
# The line under a structure holds: TAAR1 antagonist | TAAR1 ag
[61] O=C(NCc1ccco1)C1C(=O)Nc2ccccc2C(=O)N1C1CCCCC1 (configuration not stated)
→ 1 | 1
[62] COC(=O)[C@]12C[C@H](CC(=O)N3CCC(c4ccccc4)CC3)C(=O)N(CCC3=CCCCC3)C1=C[C@H](COCc1ccccc1)O[C@@H]2C
→ -19 | -1
[63] COC(=O)/C=C1\OCc2cc(C)ccc21
→ -26 | 5
[64] COC(=O)/C=C1\OC(C)c2ccccc21 (configuration not stated)
→ -24 | -1
[65] CC(C)CNc1cccc2c1S(=O)(=O)N[C@@H](Cc1ccccc1)CO2
→ -9 | -1
[66] O=C(Cc1ccc(NC(=O)C2CCN(C(=O)CCc3ccccc3)CC2)cc1)Nc1cccc(C(=O)N2CCCC2)c1
→ -41 | 0
[67] O=C(N[C@H](C(=O)N1CCC[C@H]1C(=O)NC1CCCC1)C1CCCCC1)c1ccc(Cl)cc1Cl
→ -14 | -1
[68] C[C@@H]1ON(C)[C@H]2C[C@H]3c4cc(-c5cccc(Cl)c5)ccc4CCN3C[C@@H]12
→ -15 | 0
[69] CC(C)C(C(=O)NCc1ccccc1)N1CCN(C(=O)C2CCCO2)CC1 (configuration not stated)
→ -20 | 2
[70] NC(=O)NN=C1CCC(O)CC1CC(=O)O (configuration not stated)
→ -5 | 1
[71] C[C@@H]1CN([C@@H](C)CO)C(=O)CCCn2nncc2CO[C@H]1CN(C)Cc1ccc(O)cc1
→ 4 | 2
[72] COC(=O)C1=C(C)N(Cc2cccc(C(F)(F)F)c2)C(=NCc2ccc(OC)cc2)NC1c1cccc(C(F)(F)F)c1 (configuration not stated)
→ 23 | 27
[73] Cc1ccccc1CN1C(=O)CN(S(C)(=O)=O)CC1(C)C(=O)Nc1ccc2c(c1)OCCO2 (configuration not stated)
→ -6 | 1
[74] C=CCN=C1NC(CCc2ccccc2)C(C(=O)OC)=C(C)N1Cc1ccccc1C(F)(F)F (configuration not stated)
→ -9 | 10
[75] O=C(NC1CCCC1)[C@@H]1CCCN1C(=O)[C@@H](NC(=O)N1CCOCC1)C1CCCCC1
→ 7 | 2

# Entries of single compounds, quoted from the list. Screens in order: TAAR1 antagonist, TAAR1 ag
# `CC(C)C(C(=O)NCc1ccccc1)N1CCN(C(=O)C2CCCO2)CC1` (configuration not stated) is listed with -20, 2
# `Cc1ccccc1CN1C(=O)CN(S(C)(=O)=O)CC1(C)C(=O)Nc1ccc2c(c1)OCCO2` (configuration not stated) is listed with -6, 1
# `CC(C)CNc1cccc2c1S(=O)(=O)N[C@@H](Cc1ccccc1)CO2` is listed with -9, -1
# `O=C(NC1CCCC1)[C@@H]1CCCN1C(=O)[C@@H](NC(=O)N1CCOCC1)C1CCCCC1` is listed with 7, 2
# `COC(=O)C1=C(C)N(Cc2cccc(C(F)(F)F)c2)C(=NCc2ccc(OC)cc2)NC1c1cccc(C(F)(F)F)c1` (configuration not stated) is listed with 23, 27

# (listing goes on)
# The line under a structure holds: TAAR1 antagonist | TAAR1 ag
[76] Cc1cccc(N=O)n1
→ -14 | 1
[77] Cc1cc(C)c2cc(CN(CCO)C(c3nnnn3Cc3ccc(F)cc3)C(C)C)c(=O)[nH]c2c1 (configuration not stated)
→ -7 | 23
[78] Cc1ccc(OC2CCN(C(=O)[C@@H](Cc3ccccc3)NC(=O)[C@H]3O[C@@H](n4ccc(=O)[nH]c4=O)[C@H](O)[C@@H]3O)CC2)cc1
→ -12 | 0
[79] COC(=O)c1cc2c(c3c4ccccc4n(S(=O)(=O)c4ccc(OC)cc4)c13)C(=O)N(Cc1ccc(C(F)(F)F)cc1)C2
→ -18 | -1
[80] C[C@H](CO)N1C[C@H](C)[C@H](CN(C)C(=O)NC2CCCCC2)OCc2cnnn2CCCC1=O
→ -25 | 5
[81] O=S(=O)(NCC[C@@H]1CC[C@H](NS(=O)(=O)c2cccc(F)c2)[C@@H](CO)O1)c1cccc(F)c1
→ -8 | 1
[82] Cc1ccc(S(=O)(=O)N2[C@H](CC(=O)c3ccccc3)OC[C@@H]2C)cc1
→ -4 | 1
